# HSF-1 GFP decrease: GFP reporter loss versus dox-driven RFP – NIH3T3 R4 cells, cherry-pick, set 3, dose response (AID 493083). 2,400 tested, 4% active. activity change, negative = inhibition, % at the top dose, mostly 19.5 µM; hits show AC50 in µM. NIH3T3 R4 HSF-1 GFP reporter, heat shock, 48 h;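 active = compounds lowering signal whose fitted AC50 is at most ten times the top tested dose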;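 note: 0% = neutral control wells and -100% = didemnin B positive control; many of its hits are not listed in these tables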
# Numbers without * were called inactive. Only part of the results is shown; the hit share may differ from the screen's.
SMILES,HSF-1 GFP decrease
Cc1ccsc1/C=C/C1=NCCCN1C,-1%
